Assay outcomes: PubChem, The Scripps Research Institute Molecular Screening Center
TAAR1 ag = human TAAR1 agonism. CHO RD-HGA16 TAAR1, Fluo-8 calcium fluorescence; vehicle wells 0%, saturating PEA agonist 100%. activation, % at 3 µM. 0.99% of 360,000 active. AID 624467;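 active = activation above the mean activation of all test compounds in the run plus 3 SD, cut at about 38% in these data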
Target sequence (Q96RJ0 whole entry, looked up): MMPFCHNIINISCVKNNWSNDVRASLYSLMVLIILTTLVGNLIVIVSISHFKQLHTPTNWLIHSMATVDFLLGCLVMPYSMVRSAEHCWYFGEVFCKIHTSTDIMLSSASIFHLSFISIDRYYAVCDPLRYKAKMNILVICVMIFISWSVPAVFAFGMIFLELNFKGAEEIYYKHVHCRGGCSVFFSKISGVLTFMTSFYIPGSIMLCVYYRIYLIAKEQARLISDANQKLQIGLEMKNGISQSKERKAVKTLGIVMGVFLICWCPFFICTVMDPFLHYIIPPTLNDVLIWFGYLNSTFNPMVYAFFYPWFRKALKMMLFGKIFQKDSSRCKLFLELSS
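Test system: RD-HGA16 (CHO) cells co-expressing Gα16 and hTAAR1; dosing: one-point dosing at 3 µM (nominal); timing: 17-24 h seeding, 75 min 37 °C dye, 30 min RT; signal: kinetic Fluo-8 calcium fluorescence; read-out basis: % activation relative to PEA EC100 response; controls: DMSO and PEA EC100; replicates: n 1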
CHO parental Ca = counter-screen for OX1R antagonists: effect in parental CHO cells | 0.63% of 330,000 active | parental CHO-K1, ATP-induced calcium, Fluo-8 fluorescence | inhibition, % at 5.6 µM;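 active = inhibition above that plate's mean sample inhibition plus 3 SD, cut at about 26% in these data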;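 also: 0% = ATP-challenged DMSO wells and 100% = DMSO wells without ATP; some compounds past the cut are filed as inactive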
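Test system: parental CHO cells; detection: calcium-sensitive Fluo-8 fluorescence; evaluation: percent inhibition of calcium signal; also added: ATP as calcium-mobilizing challenge; repeats: one well per compound; control set: ATP-challenged DMSO wells low, unchallenged DMSO wells high; compound: single nominal dose of 5.6 µM per compound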
CHO-K1 Ca antag = counter-screen for M1 antagonists: effect in parental CHO-K1 cells. ATP-induced calcium, Fluo-8 fluorescence. AID 602250. inhibition, % at 3 µM. 0.6% of 360,000 active;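 active = inhibition above a per-plate cutoff, the plate's mean sample inhibition plus 3 SD, cut at about 24% in these data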;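 also: 0% = DMSO plus EC80 ATP and 100% = DMSO alone without ATP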
M1 PAM parental = counter-screen for M1 PAMs: effect in parental CHO-K1 cells; ATP EC20, Fluo-8 calcium fluorescence; 0% at ATP EC20, 100% at ATP max; activation, % at 3 µM; 0.02% of 360,000 active; AID 602247;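 active = activation above the run cutoff, the mean activation of all test compounds plus 3 SD, cut at about 40% in these data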;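 also: peak over basal fluorescence ratio in a 140 s read after ATP addition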
M1 antag = antagonists of human M1 muscarinic receptor; P11229; CHO-K1 hM1, Fluo-8 calcium fluorescence, ACh EC80 antagonist; inhibition, % at 3 µM; 1.3% of 360,000 active; AID 588852;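 active = percent inhibition above its own plate's cutoff, namely the mean of that plate's compound wells plus 3 SD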;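 also: peak over basal fluorescence ratio during 140 s after agonist addition; 0% = ACh EC80 plus DMSO and 100% = DMSO alone without agonist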
Target sequence (P11229 whole entry, looked up): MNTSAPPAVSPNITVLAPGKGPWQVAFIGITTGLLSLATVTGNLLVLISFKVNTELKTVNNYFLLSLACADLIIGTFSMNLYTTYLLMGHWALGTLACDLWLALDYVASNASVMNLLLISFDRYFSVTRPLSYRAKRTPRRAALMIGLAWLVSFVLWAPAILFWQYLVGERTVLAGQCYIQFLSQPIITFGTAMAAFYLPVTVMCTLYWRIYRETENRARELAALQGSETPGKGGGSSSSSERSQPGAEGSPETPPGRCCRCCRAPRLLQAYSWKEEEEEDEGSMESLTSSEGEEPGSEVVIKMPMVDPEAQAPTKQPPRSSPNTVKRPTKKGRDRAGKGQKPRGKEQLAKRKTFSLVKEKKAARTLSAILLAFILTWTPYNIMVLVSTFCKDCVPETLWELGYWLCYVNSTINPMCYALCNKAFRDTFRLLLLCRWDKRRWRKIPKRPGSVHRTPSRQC
CHRM1 PAM = human CHRM1 positive allosteric modulation; CHO-K1 hM1, Fluo-8 calcium fluorescence, ACh EC20; 0% = ACh EC20, 100% = maximal ACh; activation, % at 3 µM; 0.088% of 360,000 active; in the data active = activation above about 19%, passing the limit was not always enough
M1 ag = human M1 muscarinic receptor agonism; CHO-K1 hM1, Fluo-8 calcium fluorescence, agonist mode; 0% DMSO, 100% acetylcholine EC100; P11229; AID 588814; 0.33% of 360,000 active; activation, % at 3 µM;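 active = activation above the run's mean compound activation plus 3 SD, cut at about 16% in these data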;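 also: peak over basal fluorescence ratio within a 140 s kinetic read after compound addition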
TAAR1 antagonist = human TAAR1 antagonism; Q96RJ0; CHO RD-HGA16 TAAR1, Fluo-8 calcium fluorescence, antagonist; inhibition, % at 3 µM; 1.5% of 360,000 active;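 active = inhibition above a per-plate cutoff, the mean inhibition of test compounds on that plate plus 3 SD, cut at about 49% in these data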;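 also: 0% = DMSO plus EC80 beta-PEA response and 100% = DMSO alone without agonist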
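test system = CHO RD-HGA16 cells bearing hTAAR1 | replication = singlicate | controls = DMSO-only wells and EC80 β-PEA-stimulated wells | reagent = EC80 β-phenethylamine stimulus | read-out basis = percent inhibition of PEA-evoked calcium signal, max/basal emission ratio | schedule = seeding 17-24 h prior, 75-min 37 °C, 30-min RT dye loading | signal = kinetic Fluo-8 calcium fluorescence measurement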
M1 ag parental = nonselective activator or artifact in parental CHO-K1 cells; Fluo-8 calcium fluorescence; scaled to maximal ATP response, vehicle zero; activation, % at 3 µM; 0.48% of 360,000 active; AID 602248; in the data active = activation above about 15%;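 also: untransfected CHO-K1 host cells lacking M1 receptor as counterscreen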
An asterisk follows results filed as active; . = no result given.

SMILES | TAAR1 ag | CHO parental Ca | CHO-K1 Ca antag | M1 PAM parental | M1 antag | CHRM1 PAM | M1 ag | TAAR1 antagonist | M1 ag parental
C[C@@H]1CN([C@@H](C)CO)C(=O)c2cc(Br)cnc2O[C@@H]1CN(C)C(=O)C1CCCCC1 | 2 | . | -1 | 4 | -8 | 5 | -4 | 14 | 0.8
CCSc1cc(C)nc2ncnn12 | 2 | 18 | -10 | 23 | -8 | 10 | -2 | -25 | 0.5
CC(C)c1ccc(N(C(=O)CNC(=O)c2ccco2)C(C(=O)NC2CCCC2)c2ccncc2)cc1 (stereo not given) | 4 | -27 | -9 | 11 | -9 | 11 | -2 | -5 | 1.0
COc1ccc(-c2csc(N(Cc3ccccc3)C(=O)COc3ccc(Cl)cc3)n2)cc1 | 10 | 5 | -13 | 14 | -7 | 7 | -3 | -4 | -0.2
NS(=O)(=O)c1cc(C(=O)OCC(=O)c2ccc3c(c2)OCCO3)ccc1Cl | 14 | 4 | -12 | 8 | -12 | 10 | -3 | 14 | 2.4
O=C(COC(=O)c1oc2ccccc2c1COc1ccccc1)NCCN1C(=O)CSC1=O | 4 | -11 | -5 | 23 | -4 | 6 | -4 | 18 | 6.8
CCC(C(=O)O)N1C(=O)C2CCCCC2C1=O (stereo not given) | 4 | -13 | -3 | 2 | -1 | 2 | -3 | -19 | 0.5
COc1ccc(CN2CCN(C(=O)c3ccco3)CC2)cc1OCc1ccccc1 | 14 | -12 | -9 | 16 | -2 | 2 | -4 | 13 | 1.8
O=C(C[n+]1ccc2ccccc2c1)c1ccc(NC(=O)c2ccccc2)cc1 | -1 | -8 | 5 | 20 | 22 | -22 | -11 | 1 | 6.4
COc1ccc(NS(=O)(=O)c2ccc(NC(=O)C(CCSC)NC(N)=O)cc2)cc1 (stereo not given) | -2 | -5 | -6 | 22 | -9 | 7 | 1 | -21 | 1.8
CN1C(=O)C2(Nc3ccccc3-c3nc4ccccc4n32)c2ccccc21 (stereo not given) | 4 | -8 | -6 | 10 | -10 | 8 | -3 | -7 | 0.9
COc1ccc(C(C(O)C(=O)c2c[nH]c3ccccc23)N2CCN(c3ccc(OC)cc3)CC2)cc1 (stereo not given) | 38* | -8 | 1 | 16 | -12 | 12 | 9 | 9 | 2.4
CCc1ccc(C2CC(c3cccc(OC)c3)n3nc(N)nc3N2)cc1 (stereo not given) | 4 | 3 | -2 | 5 | -9 | 7 | -2 | -14 | 0.2
Cc1nc2nc(COc3ccccc3)[nH]n2c(=O)c1C | -2 | 0 | -2 | 9 | -6 | 5 | -2 | 0 | -0.5
O=C(COC(=O)c1ccccc1C(=O)c1ccc(Cl)cc1)NCC1CCCO1 (stereo not given) | 0 | -10 | 1 | -12 | 6 | -1 | -5 | -21 | 4.4
CC(=O)N(C)c1nnc(-c2cnccn2)s1 | 4 | 9 | 17 | -4 | -2 | 3 | -3 | 18 | -0.1
COc1ccccc1CNC(=O)CCn1c(=O)oc2ccccc21 | -1 | -8 | -2 | 12 | -3 | 3 | -10 | 2 | 0.3
CCN1CCN(C(=O)CS(=O)(=O)Cc2nc(-c3ccc(C)cc3)oc2C)CC1 | -1 | -1 | -7 | 15 | -11 | 5 | -6 | -19 | 1.9
CC1CCN(C(=O)CSc2nc3c(c(=O)n2C)SC(C)C3)CC1 (stereo not given) | -1 | -2 | -5 | 9 | 1 | -1 | -3 | -53 | 0.7
COc1ccc(CCNc2nc(N3CCOCC3)nc(N3CCOCC3)n2)cc1OC | 11 | -17 | 12 | -2 | -2 | -3 | -1 | -1 | 1.5
CCCc1nnc(NC(=O)CCC(=O)NC2CCCc3ccccc32)s1 (stereo not given) | 1 | -4 | -14 | 26 | -9 | 5 | -4 | -7 | 0.6
COc1cccc(/C=N/NC(=O)C(=O)Nc2ccccc2OC(F)(F)C(F)F)c1O | 10 | -14 | 13 | -10 | 9 | -8 | -8 | 26 | 1.4
COc1ccc(N2CCN(C(=O)CCCC(=O)c3ccccc3)CC2)cc1 | -1 | -9 | -6 | 6 | -4 | 1 | -1 | -5 | 0.6
COc1ccc(CNC(=O)C2CCN(C(=O)c3ccc(-c4ccccc4)cc3)CC2)cc1 | 7 | -17 | -2 | 10 | -21 | 15 | 1 | -17 | 4.2
CCOC(=O)CC(=O)Nc1ncnc2c1C(c1ccccc1)c1c(ccc3ccccc13)O2 (stereo not given) | 17 | -37 | -17 | 18 | -20 | 10 | -5 | 15 | -0.4

An excerpt from above in order of the CHRM1 PAM value, ascending.
SMILES | CHRM1 PAM
COc1ccc(N2CCN(C(=O)CCCC(=O)c3ccccc3)CC2)cc1 | 1
C[C@@H]1CN([C@@H](C)CO)C(=O)c2cc(Br)cnc2O[C@@H]1CN(C)C(=O)C1CCCCC1 | 5
COc1ccc(C(C(O)C(=O)c2c[nH]c3ccccc23)N2CCN(c3ccc(OC)cc3)CC2)cc1 (stereo not given) | 12

(continued)
SMILES | TAAR1 ag | CHO parental Ca | CHO-K1 Ca antag | M1 PAM parental | M1 antag | CHRM1 PAM | M1 ag | TAAR1 antagonist | M1 ag parental
CCOC(=O)C1=C(C)C(c2cccc(Oc3ccccc3)c2)NC(=S)N1 (stereo not given) | 16 | -15 | 4 | 9 | -7 | 8 | -9 | 17 | 1.1
COc1cccc2c1[C@@H]1CN(CCCCn3c(=O)[nH]c4c(sc5ncc(-c6ccccc6)nc54)c3=O)C[C@@H]1CO2 | 7 | -25 | -2 | 12 | -22 | -7 | -6 | -1 | 0.6
Cc1ccc(S(=O)(=O)N2CCN(C(=O)c3ccccc3Cc3ccccc3)CC2)c(C)c1 | 1 | -10 | -3 | -4 | 0 | -1 | -3 | 19 | 0.3
Cc1cc(=O)oc2cc(OCC(=O)Nc3c(C)n(C)n(-c4ccccc4)c3=O)c(Cl)cc12 | -1 | . | 0 | 20 | -12 | 7 | -6 | -28 | 0.9
CC(=O)C1=C(c2ccccc2)NC(=O)NC1c1ccccc1OCC(=O)NCc1ccccc1 (stereo not given) | 10 | -20 | -13 | 16 | 5 | 2 | -5 | 4 | 0.8
CCN(CC)c1ccc(N2C(=O)/C(=C/c3cccs3)SC2=S)cc1 | 0 | -17 | -18 | 12 | -10 | 12 | 1 | 0 | 0.8
O=C(CN(Cc1ccco1)C(=O)CNS(=O)(=O)c1ccc(F)cc1)NCc1ccco1 | 2 | -13 | -19 | -1 | -4 | 0 | -4 | 2 | 0.1
CC(=O)Nc1cccc(C(=O)N/N=C/c2cccc(C)n2)c1 | 1 | -10 | -15 | 9 | -9 | 3 | -2 | -16 | 0.9
O=S(=O)(Nc1ccc(F)cc1)c1ccc(NC(=S)Nc2ccccc2)cc1 | 18 | 6 | -10 | 9 | -2 | 2 | -3 | -1 | 1.8
COc1ccc(S(=O)(=O)N2CCCCC2)cc1NS(=O)(=O)c1ccc(CNC(C)=O)cc1 | 1 | -21 | 5 | -13 | 4 | -8 | 0 | -8 | -0.3
Cc1ccc(Cl)cc1NC(=O)c1ccc(CSc2nnnn2C)cc1 | 1 | -19 | 26* | -5 | 11 | -1 | -4 | -2 | 0.6
CCN(C(=O)COn1nnc2ccc(S(=O)(=O)N(C)C)cc21)C1CCS(=O)(=O)C1 (stereo not given) | 8 | 0 | -20 | 11 | -22 | 19 | -6 | -17 | 0.9
CCn1nc(C)c(CNC(=O)C2CCC(=O)N(CCc3ccc(Cl)cc3)C2)c1C (stereo not given) | 1 | 6 | -9 | 16 | -8 | 8 | -2 | -21 | 0.6
CC(=O)Nc1ccc(NC(=O)/C(Cl)=C/c2ccccc2)cc1 | 8 | -7 | -6 | 12 | -14 | 1 | -4 | 4 | 1.4
O=C(CCCC(=O)Nc1ccc(Br)cc1)N/N=C/c1ccccc1 | 36 | -10 | -9 | -6 | -13 | 9 | -3 | 0 | 1.5
CCOC(=O)c1sc(NC(=O)c2ccc(C)o2)nc1C | 2 | -20 | -3 | 20 | -6 | 5 | -7 | -15 | 1.0
CC1(C)CC(=O)C2=C(C1)N(Cc1ccco1)C(=O)C2(NC(=O)c1ccc(Cl)cc1Cl)C(F)(F)F (stereo not given) | 22 | -12 | -6 | 14 | -3 | -3 | -7 | -12 | -0.1
C/C(=N\NC(=O)C1CCCN(S(=O)(=O)c2ccccc2)C1)c1ccncc1 (stereo not given) | 9 | -14 | -12 | 16 | 6 | -1 | -4 | 8 | 2.8
COc1ccccc1CNC(=S)NCc1ccc(F)cc1 | 2 | -14 | -4 | -1 | -1 | -2 | -3 | -2 | 2.2
O=C(CN(C(=O)c1csnn1)c1cccc(F)c1)NCc1ccc2c(c1)OCO2 | -3 | -14 | -3 | -8 | -12 | 13 | -4 | 1 | 1.2
Cc1ccc(CC2CC(=O)N(Cc3ccco3)C2=O)cc1 (stereo not given) | 0 | -15 | -2 | -4 | -1 | 4 | -4 | 12 | 0.2

3 entries from above in a different format.
canonical_smiles	TAAR1 ag	CHO parental Ca	CHO-K1 Ca antag	M1 PAM parental	M1 antag	CHRM1 PAM	M1 ag	TAAR1 antagonist	M1 ag parental
O=C(COC(=O)c1oc2ccccc2c1COc1ccccc1)NCCN1C(=O)CSC1=O	4	-11	-5	23	-4	6	-4	18	6.8
CCOC(=O)CC(=O)Nc1ncnc2c1C(c1ccccc1)c1c(ccc3ccccc13)O2 (stereo not given)	17	-37	-17	18	-20	10	-5	15	-0.4
CCc1ccc(C2CC(c3cccc(OC)c3)n3nc(N)nc3N2)cc1 (stereo not given)	4	3	-2	5	-9	7	-2	-14	0.2
